# Compound activity (PubChem)
# FBW7 activator: FBW7 E3 ligase activators, primary screen, biochemical, AlphaScreen, human | AID 1259310, 2017 | normalized activity (activation), % at 26.1 µM | AlphaScreen FBW7–phospho-cyclin E peptide binding, activator screen | F-box/WD repeat-containing protein 7 (Homo sapiens), Q969H0 | hit rate 0.13% among 650,000; in the data active = normalized activity above about 1.9%;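 note: purified mutant Fbw7 with reduced substrate affinity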
# Target sequence (Q969H0 whole entry, looked up): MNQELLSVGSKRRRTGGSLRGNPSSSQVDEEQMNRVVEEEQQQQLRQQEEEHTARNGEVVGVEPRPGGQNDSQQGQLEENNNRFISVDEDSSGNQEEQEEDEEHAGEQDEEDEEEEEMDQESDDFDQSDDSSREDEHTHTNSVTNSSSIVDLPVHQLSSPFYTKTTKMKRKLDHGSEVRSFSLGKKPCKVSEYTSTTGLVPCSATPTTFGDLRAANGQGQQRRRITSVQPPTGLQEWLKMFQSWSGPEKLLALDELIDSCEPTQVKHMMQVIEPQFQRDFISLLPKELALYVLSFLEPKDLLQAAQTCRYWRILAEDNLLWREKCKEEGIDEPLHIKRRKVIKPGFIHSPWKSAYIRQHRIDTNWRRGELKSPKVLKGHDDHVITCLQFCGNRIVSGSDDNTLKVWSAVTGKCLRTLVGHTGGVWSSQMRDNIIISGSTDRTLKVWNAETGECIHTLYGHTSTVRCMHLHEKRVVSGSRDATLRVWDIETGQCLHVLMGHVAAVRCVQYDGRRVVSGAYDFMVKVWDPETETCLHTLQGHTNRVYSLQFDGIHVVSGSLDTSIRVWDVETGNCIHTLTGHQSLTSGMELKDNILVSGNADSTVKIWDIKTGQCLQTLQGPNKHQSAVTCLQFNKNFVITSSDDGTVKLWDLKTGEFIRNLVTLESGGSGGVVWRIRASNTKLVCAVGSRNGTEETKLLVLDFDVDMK
# GPR151 activ: activators of human GPR151, primary screen, cell-based, PathHunter beta-arrestin, luminescence. G-protein coupled receptor 151 (Homo sapiens), Q8TDV0. activation, % at 11.2 µM. PathHunter beta-arrestin GPR151 cells. hit rate 1% among 650,000. AID 1508602, 2020; in the data active = activation above about 4.9%;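 note: 0% = median of compound wells and 100% = cells with positive control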
# Target sequence (Q8TDV0 whole entry, looked up): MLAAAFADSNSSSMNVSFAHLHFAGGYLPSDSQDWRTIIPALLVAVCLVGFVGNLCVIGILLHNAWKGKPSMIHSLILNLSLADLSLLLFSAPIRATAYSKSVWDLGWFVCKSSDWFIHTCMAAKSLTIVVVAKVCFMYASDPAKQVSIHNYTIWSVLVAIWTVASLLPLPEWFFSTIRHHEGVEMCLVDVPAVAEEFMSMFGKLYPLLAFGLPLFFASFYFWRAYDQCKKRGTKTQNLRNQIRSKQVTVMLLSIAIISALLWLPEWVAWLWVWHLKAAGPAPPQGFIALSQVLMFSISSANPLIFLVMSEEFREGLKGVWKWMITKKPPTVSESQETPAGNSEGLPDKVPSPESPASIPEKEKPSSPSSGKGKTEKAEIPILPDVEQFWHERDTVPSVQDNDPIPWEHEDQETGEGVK
# TEAD-YAP block: TEAD-YAP interaction inhibition, primary screen, TEAD-YAP interaction inhibitor project, luminescence, HEK-TIYL cells; inhibition, % at 9.12 µM; hit rate 1.4% among 640,000; AID 1259422, 2018; TEAD-Gal4/YAP UAS-luciferase luminescence; in the data active = inhibition above about 32%;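 note: 0% = median of test compound wells and 100% = reference inhibitor wells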
# MITF primary: MITF inhibitors, primary screen, biochemical, AlphaScreen, human | hit rate 0.91% among 650,000 | inhibition, % at 2.6 µM | Microphthalmia-associated transcription factor (Homo sapiens), O75030 | AID 1259374, 2018 | AlphaScreen MITF homodimerization, bead proximity signal; in the data active = inhibition above about 50%;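 note: 0% = vehicle wells with protein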
# An asterisk follows results filed as active; nt = not tested or not shown; & = joins results of further samples.
SMILES,FBW7 activator,GPR151 activ,TEAD-YAP block,MITF primary
Cc1ccc(C(c2ccc(C)o2)c2ccc(C)o2)cc1,0.1,2.4,6.6,17.3
Cc1ccc(S(=O)(=O)n2ccn(C(=O)c3ccccc3)c2=O)cc1,0.3,0.4,-1.0,17.8
CCOC(=O)c1sc(NC(=O)C(C)Sc2nnc(CNC(=O)Cc3ccc(OC)cc3)n2C2CCCCC2)c(C(=O)OCC)c1C (stereo not drawn),0.1,-0.1,-2.4,11.4
CCCCNC(=O)CSC1=Nc2ccccc2C2=NCC(=O)N12,0.7,-0.9,8.4,16.8
Cc1ccc(-c2c3c(nc4sc(C(=O)Nc5ccccc5)c(N)c24)CCCC3)cc1,-0.1,-1.6,2.2,-16.9
CC(=O)c1cccc(N2C(=O)c3cccc([N+](=O)[O-])c3C2=O)c1,0.0,-1.9,-19.9,-3.0
COC(=O)c1cccc(NC2=CC(C)(C)CC(=O)C2)c1,-0.2,-0.3,-3.1,-7.7
CC1CN(Cn2nnc3ccccc3c2=O)CC(C)O1 (stereo not drawn),0.0,3.6,-3.1,-1.5
O=C1Nc2ccc(Br)cc2C1Cc1cccc([N+](=O)[O-])c1 (stereo not drawn),0.2,0.3,-1.5,1.1
COC(=O)Cc1ccc(N(Cc2ccccc2F)S(=O)(=O)c2ccc(Br)cc2)cc1,-0.1,-0.5,-9.9,-18.3
Cc1cnc(NC(=O)CSc2nnc(C)s2)s1,1.2,0.1,-10.1,5.2
O=C(Nc1ccc2c(c1)OCO2)c1ccccc1[N+](=O)[O-],0.4,-0.7,-33.5,11.6
Cc1nn(CC(=O)NCC(C)c2ccccc2)c(=O)c2cc3sccc3n12 (stereo not drawn),-0.1,0.2,-6.3,2.7
NC(=O)c1ccccc1NC(=O)CCn1c(=O)oc2ccccc21,-0.2,5.0*,3.7,4.3
CCOCCn1c(CN2CCN(Cc3ccccc3)CC2)nc2c1c(=O)[nH]c(=O)n2C,0.0,0.7,-0.2,-2.2
N#C/C(=C\c1cc([N+](=O)[O-])ccc1O)c1nc2ccccc2s1,1.3,0.6,-10.8,-0.4
CCOC(=O)c1c(C)n(CCC(=O)O)c2ccc(OC)cc12,-0.1,-0.4,0.2,3.9
O=C1c2cccnc2C(=O)N1Cc1ccc(S(=O)(=O)NC2CCCC2)cc1,0.4,1.5,-1.9,12.2
CCOC(=O)N1CCN(C(=O)CSc2ccsc2[N+](=O)[O-])CC1,0.1,-0.3,4.1,1.7
CCOC(=O)COc1ccc(/C=C/c2[nH]c(=O)[nH]c(=O)c2[N+](=O)[O-])cc1,-0.1,-0.7,0.6,-7.1
O=C(c1cnccn1)N1CCC[C@@H](Cn2cc(C(=O)N3CCOCC3)nn2)C1,-0.1,0.1,-11.2,-6.4
S=c1nc2[nH]c3cc4c(cc3c2n[nH]1)OCCO4,-0.1,0.7,-11.1,-2.0
COc1c(S(=O)(=O)NCCc2ccccc2)ccc(Cl)c1Cl,0.1,-1.1,-1.6,-1.9
FC(F)(F)c1cnc(NNC(=S)NCCN2CCOCC2)c(Cl)c1,-0.2,0.3,-1.5,-1.1
COc1cccc(N(CC(=O)Nc2ccccc2C(N)=O)S(C)(=O)=O)c1,0.1,-1.0,11.6,13.5

# A draw from above in order of length of the SMILES, lowest first.
SMILES,FBW7 activator,GPR151 activ,TEAD-YAP block,MITF primary
CC1CN(Cn2nnc3ccccc3c2=O)CC(C)O1 (stereo not drawn),0.0,3.6,-3.1,-1.5
O=C(Nc1ccc2c(c1)OCO2)c1ccccc1[N+](=O)[O-],0.4,-0.7,-33.5,11.6
O=C1Nc2ccc(Br)cc2C1Cc1cccc([N+](=O)[O-])c1 (stereo not drawn),0.2,0.3,-1.5,1.1

# More structures:
SMILES,FBW7 activator,GPR151 activ,TEAD-YAP block,MITF primary
Cc1cc(S(=O)(=O)N2CCN(c3ccc(F)cc3)CC2)c(C)s1,0.0,0.1,1.3,-15.1
COCCNC(=O)CSc1nc2c(sc(=S)n2-c2ccccc2C)c(=O)n1-c1ccccc1F,-0.1,-0.1,-4.4,5.3
CC(C)Oc1ccc(C(=O)Nc2ccc(N3CCN(C)CC3)cc2)cc1,0.0,-0.8,-18.6,2.3
CCOC(=O)C1=C(C)NC(SCC(=O)c2ccccc2)=C(C#N)C1CC(C)C (stereo not drawn),-0.1,3.4,3.0,-2.9
COC(=O)c1ccc(NC(=O)C2CCCN2S(=O)(=O)c2ccc(C)cc2)cc1 (stereo not drawn),0.1,0.8,-11.7,-2.4
CC(=O)Nc1ccc(NC(=O)CNC(=O)COc2ccccc2)cc1,0.8,-0.8,-6.9,4.0
O=C(CNCc1ccc(Cl)cc1)Nc1ccc(F)cc1F,-0.1,0.5,7.2,-8.1
O=C(/C=C/c1cccs1)Nc1nnc(-c2ccccc2)o1,0.0,-1.2,5.5,13.3
CC(=O)NC(CC(=O)Nc1ccc(Br)cc1Cl)c1ccccc1 (stereo not drawn),-0.2,-1.2,5.5,-3.1
Cc1ccccc1-c1noc(-c2ccc(OC(=O)c3ccccc3)cc2)n1,-0.2,-4.3,3.7,-2.0
CCOC(=O)c1ccc(Oc2nc(C)cc(OC)n2)cc1,0.2,0.8,-48.8,-12.2
CSc1ccc(NC(=O)N[C@H]2C[C@H]3C(=O)N[C@@H]([C@@H](C)O)C(=O)N3C2)cc1,-0.1,-0.7,-1.0,10.4
CC(=O)c1c(C)oc2ccc(N(C(=O)c3ccc(C)cc3)S(=O)(=O)c3ccc4ccccc4c3)cc12,-0.1,0.7,1.0,9.2
C=CCn1c(=O)c2c(nc3n(-c4ccc(CC)cc4)c(C)c(C)n23)n(C)c1=O,0.1,0.6,9.4,7.0
CC1CC(C)(C)CC2(C1)NC(=O)N(CC(=O)N1CC=C(c3ccccc3)CC1)C2=O (stereo not drawn),-0.1,1.2,13.2,-4.2
C=CCN(c1ccc(C(=O)NCCc2ccccc2)cc1)S(C)(=O)=O,0.1,3.2,-38.6,3.9
CC(=O)c1cccc(Nc2nc(-c3ccccc3)cs2)c1,-0.3,-1.0,-67.7,9.1
Cc1cc(NC(=O)c2cc3n(n2)C(C(F)(F)F)CC(c2ccc(Cl)c(Cl)c2)N3)no1 (stereo not drawn),0.1,0.1,-4.7,-2.0
CCCCOc1ccc(C(=O)Nc2ccc3c(c2)OCCO3)cc1,0.1,0.2,-31.5,16.4
O=C(NCc1ccccc1)/C(=N\O)c1ccccc1,-0.1,6.2*,-9.9,4.8
O=C(c1ccc(N2CCC(NCc3ccccc3C(F)(F)F)CC2)cc1)N1CCOCC1,1.0,-1.0,1.5,19.1
Cc1ccc2c(c1)C1NC(=S)N(c3ccc(Cl)cc3)C(C)(O2)C1C(=O)N(C)C (stereo not drawn),-0.1,0.0,-0.2,20.1
CC(c1cccs1)N(C)Cc1nc(CCc2ccccc2)no1 (stereo not drawn),0.0,0.3,0.6,-16.4
C=CCc1cccc2cc(C(=O)Nc3ccc(CC(=O)O)cc3)c(=O)oc12,-0.1,-1.2,7.7,-5.6
CCOC(=O)c1sc(NC(=O)CSc2nnc(CNC(=O)c3ccc(OC)cc3)n2-c2cccc(C)c2C)c(C(=O)OCC)c1C,0.1,0.9,1.4,-1.3
SMILES,FBW7 activator,GPR151 activ,TEAD-YAP block,MITF primary
COc1ccc(Cl)cc1NC(=O)CCNC(=O)Cn1cnc2ccccc2c1=O,-0.1,-0.7,-6.4,-0.6
N#Cc1ccc(/C=C2/SC(=Nc3ccccc3Cl)NC2=O)cc1,-0.2,0.0,4.9,2.5
Cc1cc(C)nc(/N=C(\N)Nc2ccccc2C)n1,-0.2&1.1&0.0,-0.1&-1.1&0.1,16.9&2.1&-5.9,-17.1&15.7&-5.0
O=C(O)CCC(=O)Nc1ccc(Oc2ccc(Cl)cc2Cl)cc1,0.0,-0.5,6.5,-3.5
CCOC(=O)CSc1nc2c(c(=O)n1Cc1ccccc1)C1(CCCC1)Cc1ccccc1-2,1.3,7.5*,-3.7,21.3
CCCCCn1c(=O)[nH]c2cc(C(=O)Nc3cc(OC)c(OC)c(OC)c3)ccc2c1=O,0.0,-0.3,9.1,14.8
O=C(c1ccc(S(=O)(=O)N2CCCC2)cc1)N(c1ccccc1)C1C=CS(=O)(=O)C1 (stereo not drawn),0.0,1.8,18.9,15.8
O=C(c1ccc(OC2CCN(Cc3ccccn3)CC2)cc1)N1CCCO1,0.0,0.2,-8.0,-4.8
O=C(Cc1ccccc1)N/N=C/c1ccccc1F,0.2,-0.6,-1.6,13.3
CC12CN3CC(C)(CN(C1)C3(C)c1ccccc1)C2=O (stereo not drawn),0.1,-0.1,6.7,3.7
COCC(=O)Nc1cc(C)c2c(=O)oc3ccccc3c2n1,0.0,2.0,-6.7,-2.9
CN(CCc1ccc(Cl)c(Cl)c1)CC(O)COc1ccc(NS(C)(=O)=O)cc1 (stereo not drawn),-0.1,0.1,nt,-2.2
O=C(CSc1nnc(-c2ccc(F)cc2)c(-c2ccc(F)cc2)n1)NC1CCCC1,0.1,-0.1,11.3,8.9
Cc1cc(N/C=C/C(=O)c2ccco2)ccc1Br,0.9,-0.5,-54.5,22.3
Cc1cccc(NC(=O)CSCCO)c1C,0.3,-0.8,13.4,8.2
CC(C)(C)N1C(=O)c2ccc(C(=O)Nc3nccs3)cc2C1=O,-0.1,0.4,-56.6,-3.0
Cc1ccccc1OCC(O)Cn1c(C(F)(F)F)nc2ccccc21 (stereo not drawn),0.2,-0.9,1.7,2.0
Cc1ccc(S(=O)(=O)Nc2ccc(F)cc2)cc1C(=O)Nc1ncn[nH]1,-0.1,0.2,7.5,7.5
O=C(O)c1ccccc1N(Cc1ccccc1)C(=O)c1ccccc1O,-0.1,0.6,0.0,4.2
O=C(NCCCN1CCCC1=O)c1cc(-c2cccnc2)nc2ccc(Cl)cc12,-0.1,0.4,6.8,3.6
CC1(c2ccccc2)C(=O)Nc2ccccc21 (stereo not drawn),-0.1,-1.0,3.3,-2.4
COC(=O)c1ccc(C2C(C#N)=C(N)OC(C)=C2C(=O)OC(C)(C)C)cc1 (stereo not drawn),0.1,1.0,0.5,10.3
CC(=O)N(CC(=O)Nc1sc(C)c(C)c1C(N)=O)Cc1ccccc1,0.1,1.0,-0.8,19.6
Cc1cc(Cl)c(S(=O)(=O)N2CCC(C(=O)O)CC2)cc1OCC(N)=O,0.8,0.2,9.8,5.3
CC(=O)Nc1cccc(NC(=O)Cn2cnc3sc4c(c3c2=O)CCCC4)c1,0.1,1.4,5.4,16.4
SMILES,FBW7 activator,GPR151 activ,TEAD-YAP block,MITF primary
CN(Cc1nc(-c2ccccn2)no1)CC1COc2ccccc2O1 (stereo not drawn),-0.1,0.6,-3.9,11.6
COc1ccc(N2C(=O)NC(=O)/C(=C\c3cc(Br)c(O)c(OC)c3)C2=O)cc1,0.1,0.9,8.9,-0.8
COc1cccc(N2C(=O)CN=C2Nc2nc(C)cc(C)n2)c1,0.0,0.5,1.5,7.9
COc1ccc(C(=O)c2ccc([N+](=O)[O-])cc2)cc1S(=O)(=O)N1CCC(C(=O)O)CC1,-0.1,-0.3,2.1,3.4
Cc1c(C)n(C)c2ccc(C(=O)Nc3ccc(S(=O)(=O)N4CCCC4)cc3)cc12,-0.1,-1.5,3.8,0.6
O=C(Nc1ccc(N2CCOCC2)c(Cl)c1)C1CCCCC1,-0.1,0.4,-21.0,2.3
CC(=O)Nc1ccc(Nc2ncnc3c2nc(N2CCc4ccccc4C2)n3C(C)C)cc1,-0.1,-0.5,-21.6,3.0
COCCCNC(=O)c1nnc(-c2cccnc2)o1,0.1,1.8,-3.8,3.8
CS(=O)(=O)c1cccc(S(=O)(=O)N2CCc3nc4ccc(Cl)cc4cc3C2)c1,0.0,2.5,-0.7,-8.9
CC1(C)CN(c2ccc(C(=O)O)cc2)C1=O,0.0,1.3,1.6,-5.4
Cc1cccc(-n2nc3c(c2N)CSC3)c1C,0.0,0.9,10.4,-20.7
O=S(=O)(O/C=C/c1ccccc1)c1ccccc1,0.0,0.1,19.0,3.7
CCCCN(C)CCCNC(=O)c1ccc2c(c1)NC(=O)C(N1CCOCC1)S2 (stereo not drawn),-0.1,-0.4,2.1,2.4
COc1ccc(C2CC(=O)C3=C(C2)Nc2ccccc2NC3c2cccnc2)cc1OC (stereo not drawn),-1.4,-0.5,9.6,3.6
NC(=O)c1cccc(N2CCCC2CO)n1 (stereo not drawn),0.0,3.6,7.1,-0.6
O=C(CSc1nc(-c2ccccc2)cs1)NNC(=O)c1cccs1,0.0,-9.4,4.0,10.4
Cc1ccccc1OCC(O)CN1C(C)(C)CC(O)CC1(C)C (stereo not drawn),0.3,-1.6,-1.4,17.7

# Entries of single compounds, looked up by structure. Screens in order: FBW7 activator, GPR151 activ, TEAD-YAP block, MITF primary
# Cc1ccc(S(=O)(=O)Nc2ccc(F)cc2)cc1C(=O)Nc1ncn[nH]1 reads -0.1, 0.2, 7.5, 7.5
# Cc1cc(S(=O)(=O)N2CCN(c3ccc(F)cc3)CC2)c(C)s1 reads 0.0, 0.1, 1.3, -15.1
# CCCCN(C)CCCNC(=O)c1ccc2c(c1)NC(=O)C(N1CCOCC1)S2 (stereo not drawn) reads -0.1, -0.4, 2.1, 2.4
# Cc1cc(C)nc(/N=C(\N)Nc2ccccc2C)n1 reads -0.2&1.1&0.0, -0.1&-1.1&0.1, 16.9&2.1&-5.9, -17.1&15.7&-5.0
# Cc1nn(CC(=O)NCC(C)c2ccccc2)c(=O)c2cc3sccc3n12 (stereo not drawn) reads -0.1, 0.2, -6.3, 2.7
